Compound activity as filed in PubChem BioAssay.
GSK3A inh: inhibitors of human GSK-3 alpha kinase; AID 2650; 320,000 compounds, 0.1% hits; ADP-Glo luminescence, 60 min; inhibition, % at 10 µM; P49840;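 in the data active = inhibition above about 50%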;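 note: GST-tagged GSK-3 alpha with peptide substrate and 25 µM ATP; 0% = DMSO neutral wells and 100% = GW8510 positive control wells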
Target sequence (P49840 whole entry, looked up): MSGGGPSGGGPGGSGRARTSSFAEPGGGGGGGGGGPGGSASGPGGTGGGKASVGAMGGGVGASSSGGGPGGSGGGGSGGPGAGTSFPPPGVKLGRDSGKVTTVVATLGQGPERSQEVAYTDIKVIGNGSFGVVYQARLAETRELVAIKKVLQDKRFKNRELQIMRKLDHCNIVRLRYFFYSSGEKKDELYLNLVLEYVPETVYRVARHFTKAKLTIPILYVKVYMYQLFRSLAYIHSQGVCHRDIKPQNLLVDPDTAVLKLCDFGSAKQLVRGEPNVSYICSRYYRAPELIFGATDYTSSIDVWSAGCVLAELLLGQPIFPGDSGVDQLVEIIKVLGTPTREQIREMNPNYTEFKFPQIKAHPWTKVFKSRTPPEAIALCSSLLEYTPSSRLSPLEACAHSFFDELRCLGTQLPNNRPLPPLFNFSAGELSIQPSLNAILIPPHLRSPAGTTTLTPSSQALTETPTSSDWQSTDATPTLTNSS
HSP90 inh: inhibitors of HSP90 luciferase refolding in rabbit reticulocyte lysate; 290,000 compounds, 0.91% hits; AID 1789; inhibition, % at 5.6 µM; luciferase refolding luminescence, 3 h;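 active = inhibition above the screen-wide mean plus 3 SD, computed separately per campaign, cut at about 16% in these data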;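 note: 0% = DMSO wells and 100% = 60 µM geldanamycin wells; inhibitors lower the luminescence because luciferase stays unfolded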
GSK3B inh: human GSK3beta kinase inhibition; P49841; GST-GSK3beta kinase, ADP-Glo luminescence, 60 min; active compounds read low; activity score (negative = inhibition), % at 10 µM; 300,000 compounds, 0.038% hits; AID 2097;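 active = more than half of replicate wells score below -50%, meaning over 50% inhibition versus plate controls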;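 note: 0% = median DMSO wells and -100% = median GW8510 positive control wells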
Target sequence (P49841 whole entry, looked up): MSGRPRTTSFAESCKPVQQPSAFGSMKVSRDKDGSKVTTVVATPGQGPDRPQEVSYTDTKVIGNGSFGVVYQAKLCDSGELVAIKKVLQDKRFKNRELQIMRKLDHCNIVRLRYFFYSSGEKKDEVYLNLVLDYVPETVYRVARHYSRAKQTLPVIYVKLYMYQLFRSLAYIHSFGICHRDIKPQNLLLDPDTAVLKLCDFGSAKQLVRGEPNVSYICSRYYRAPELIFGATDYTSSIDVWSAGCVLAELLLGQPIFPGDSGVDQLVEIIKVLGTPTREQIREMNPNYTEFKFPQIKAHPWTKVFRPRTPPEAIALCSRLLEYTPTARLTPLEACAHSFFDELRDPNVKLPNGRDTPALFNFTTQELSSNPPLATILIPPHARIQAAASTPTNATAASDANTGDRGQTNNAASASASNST
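Test system: GST-fused GSK3beta enzyme, cell-free | Quantity: 1.6 ng GST-GSK3beta enzyme per well | Reagent: 25 µM ATP with peptide substrate | Schedule: 60 min enzyme reaction, room temperature | Signal: Luminescent ADP-Glo measurement of ADP formed | Read-out basis: Score relative to plate controls | Control set: DMSO and 20 µM GW8510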
PolyA inh: blocks polyadenylation in yeast reporter cells; 300,000 compounds, 0.02% hits; calls only at 12 µM; S. cerevisiae SKY197-pL101 polyadenylation reporter, beta-gal luminescence; efflux-impaired pdr1/pdr3 knockout yeast; score 100 = 6 SD above DMSO;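 active = lowest replicate activity score at least 50, where 100 means six control SD above control mean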;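 note: yeast exposed to compound for 9 h at 30 °C; higher score means more reporter readthrough which indicates perturbed polyadenylation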
HSF1 inhib: HSF1 inhibition | NIH3T3-HGL HSE-luciferase, MG132-induced, luminescence 8 h; active compounds read low | activity change, negative = inhibition, % at 7.5 µM (by protocol) | 300,000 compounds, 0.77% hits;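 active = more than half of replicate wells show activity change below -50%, luminescence cut by over half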;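 note: luciferase reports HSF-1 transcriptional activity via heat shock element; 0% = median of DMSO wells and -100% = zero luminescence signal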
aSyn 5UTR inh: MLPCN primary screen, SNCA 5' untranslated region | inhibition, % (tested at 7.5 µM) | alpha-synuclein 5'UTR reporter, inhibitor activity | 300,000 compounds, 0.82% hits; in the data active = inhibition above about 60%;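 note: H4 neuroglioblastoma cells stably carrying SNCA 5'UTR luciferase fusion; 0% = DMSO wells and 100% = positive control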
KLF5 inh: suppresses KLF5 promoter-driven expression; 290,000 compounds, 0.23% hits; inhibition, % at 5 µM; AID 1700; DLD-1 KLF5 promoter-luciferase reporter, luminescence;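 active = inhibition above a per-plate limit of that plate's mean compound inhibition plus 3 SD, cut at about 60% in these data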;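 note: 0% = DMSO wells and 100% = LY294002 at 200 µM; higher means less KLF5 promoter-driven luciferase light; inactives centre near -14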
HSF1 activator: increases HSF-1 driven luciferase reporter signal; NIH3T3-HGL HSF-1 luciferase reporter, MG132, 8 h; 100% = twice DMSO control signal; AID 504408; activation, % at 9 µM; 300,000 compounds, 1.7% hits;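 active = mean replicate activation of at least 50% with a set share of replicates each reaching 50%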;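 note: 0% = median of the neutral control wells and 100% = twice that signal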
IEC-6 cytotox: kills IEC-6 intestinal cells in KLF5 counter-screen; IEC-6 cytotoxicity, luminescence viability; inhibition, % at 5 µM; 290,000 compounds, 0.78% hits; in the data active = inhibition above about 22%;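 note: 0% = plate median of test compound wells and 100% = cytotoxic reference compound wells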
AI-2 QS modul: modulators of Vibrio harveyi AI-2 quorum sensing system; Vibrio harveyi JMH597 AI-2 luminescence/OD600 ratio, 9 h; active compounds read low; strain lacks LuxN and CqsS sensors; 0 = neutral-control median; activity change, % at 7.5 µM; 300,000 compounds, 0.4% hits; AID 2094; in the data active = activity change below about -75%, passing the limit was not always enough;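 note: luminescence divided by OD600 gain over 9 h not by final OD600 alone; inactives centre near 13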
Numbers without * were called inactive; i = inactive; nt = not tested or not shown; & = joins results of further samples. Not all compounds are listed; count on the stated rates, not on these rows.

smiles,GSK3A inh,GSK3B inh,aSyn 5UTR inh,AI-2 QS modul,IEC-6 cytotox,HSF1 activator,HSF1 inhib,KLF5 inh,PolyA inh,HSP90 inh
CCN(C(=O)CSc1nnc(Cn2nnc3ccccc32)o1)c1nc(C)cs1,-3.6,1.0,1.7,37.0,0.0,-47.1,-32.3,-4.9,i,-0.8
CCOC(=O)c1sc(C)c2c(=O)n(CCCN3CCOCC3)cnc12,-3.9,3.3,1.5,-7.3,-3.6,12.9,-6.9,-1.6,i,-0.5
CN1C2C=C3C(C#N)=C(N)C(C#N)(C#N)[C@@H](c4cccc(F)c4)[C@@H]3C1CC2 (stereo partly specified),0.1,-0.6,-2.4,20.8,-3.1,-6.8,-5.6,-16.8,i,-3.7
O=C(NC(Cc1ccccc1)C(=O)OCC(=O)N1CCc2ccccc21)c1ccco1 (stereo unspecified),-1.6,3.7,0.0,17.8,-1.9,2.5,-3.4,-17.6,i,0.6
O=C(Oc1ccc(C(=S)N2CCOCC2)cc1Cl)c1ccccc1F,1.4,2.4,-7.9,-6.2,-5.8,3.0,0.5,-16.2,i,-1.7
CCCn1c(-c2ccc(OC)cc2)nc2ccccc21,-1.8,-0.7,-4.5,24.5,2.7,14.5,9.8,-2.7,i,0.7
O=C(C1CCCN(S(=O)(=O)c2cccs2)C1)N1CCC(N2CCCCC2)CC1 (stereo unspecified),-4.2,-1.2,-15.5,12.4,0.5,-11.7,-4.5,-17.9,i,-2.4
CN1C(=O)C2(c3ccccc31)c1c(oc3ccccc3c1=O)C(=O)N2CCCO (stereo unspecified),-1.9,7.8,-8.2,25.5,4.0,1.8,5.5,-22.0,i,-2.1
COc1cccc(CNC(=O)c2nnn(CC(=O)Nc3cc(Cl)ccc3C)c2N)c1,2.4,-2.0,-15.4,-6.0,19.7,-5.0,9.3,-14.8,i,6.2
CCC(=O)NC(=S)Nc1ccccc1F,-1.9,1.8,-13.1,16.2,-0.4,2.2,1.2,7.2,i,1.4
C#CC(C)(C)NC(=O)c1sccc1Oc1ccc(F)cc1[N+](=O)[O-],0.0,0.6,-41.0,16.3,1.4,2.6,-3.4,4.6,i,0.8
CCc1ccc(N2CCN(CCNC(=O)Nc3ccccc3)CC2)cc1,2.6,nt,19.2,nt,-2.2,3.6,-2.0,-21.9,i,4.5
CC(=O)NCC(=O)OCN1C(=O)c2ccccc2C1=O,-0.9,1.1,-6.6,10.7,-0.9,-16.3,-6.0,-17.5,i,1.0
COCCN1Cc2cccc(C(=O)Nc3ccccc3OC)c2C1=O,0.8,1.1,4.2,38.4,-5.8,10.3,-3.6,2.8,i,2.2
COCCOc1ccc(C(F)(F)F)cc1NC(=O)COC(=O)c1c(C)noc1C,-0.8,-2.1,11.8,23.1,5.7,0.6,-0.9,15.8,i,1.4
O=C(Nn1cnnc1)c1ccccc1Cl,-4.1,-1.6,-5.6,17.4,-5.6,-3.1,-6.2,-17.5,nt,-1.1
Cn1ncc(Br)c1NC(=O)c1ccco1,-0.7,-3.2,8.3,16.4,-0.2,3.9,-5.8,-28.7,i,-1.2
Cc1ccc(NC(=O)CN2CCc3ccccc3C2)cc1S(=O)(=O)N1CCOCC1,-1.8,-3.0,18.6,12.0,4.6,-4.6,-8.1,-22.7,i,2.7
COc1cccc(N2CC(C(=O)NC3CCCCC3)CC2=O)c1 (stereo unspecified),-7.5,2.1,9.5,4.4,-0.2,-22.4,-12.1,4.7,i,4.3
Cn1c(NNC(=O)C(c2ccccc2)c2ccccc2)cc(=O)n(C)c1=O,-1.6,3.0,44.5,11.9,4.5,-7.4,2.2,5.2,i,2.7
CCOC(=O)C1C(=O)C=C(c2ccc(C)cc2)CC1c1ccco1 (stereo unspecified),nt,-1.8,-23.4,2.2,10.9,25.3,11.9,-14.4,i,4.0
CC(C)Cn1c(N)c(C(=O)COC(=O)c2cc(-c3ccco3)nc3ccccc23)c(=O)n(C)c1=O,0.4,0.9,13.5,21.8,1.5,-21.3,0.1,-2.7,i,3.5
Cc1ccc(C(=O)CSc2n[nH]c(-c3ccco3)n2)cc1C,-0.4,1.0,-0.6,15.0,-8.6,42.9,8.1,-20.8,i,0.8
CCc1ccc(CNC(=O)c2ccc3nc(C4CCCCC4)oc3c2)nc1,-2.0,2.2,-1.2,17.6,1.6,-6.3,4.4,-27.2,i,1.0
Cc1ccc(NC(=O)O/N=C/c2ccc(N(C)C)cc2)cc1,-3.6,1.8,-71.1,-22.7,-12.4,-46.9,-32.5,-23.8,i,2.5

(continued)
smiles,GSK3A inh,GSK3B inh,aSyn 5UTR inh,AI-2 QS modul,IEC-6 cytotox,HSF1 activator,HSF1 inhib,KLF5 inh,PolyA inh,HSP90 inh
COc1ccc(C(=O)c2coc3ccc(O)c(CN4CCCCC4)c23)cc1,3.7,-5.7,8.6,24.9,-5.4,-0.8,0.9,-0.2,i,47.1*
CC(O)CCC(=O)NNC1CC(=O)N(c2ccccc2)C1=O (stereo unspecified),0.5,-0.1,-28.2,29.1,-10.4,-4.3,2.3,-16.2,i,-1.5
CCN(CCNC(=O)C1CCN(S(=O)(=O)c2cccc3nsnc23)CC1)c1ccccc1,0.7,0.2,14.0,12.3,2.3,11.9,3.8,-50.6,i,0.4
CCNC(=O)N1CCN(C(=O)NCC)CC1,-0.6,-1.6,13.4,19.4,3.5,-8.3,2.6,11.4,i,-3.3
NC(=O)c1[nH]cnc1N,-3.4&3.4,2.9&-6.1,18.7&2.8,27.8&19.6,-2.3&4.2,-16.6&-13.4,-11.4&-3.1,-18.8&-0.6,i,-0.5&3.2
COC(=O)c1ccccc1NC(=O)c1cccc(COc2ccccc2Cl)c1,-0.9,-2.3,i,21.3,1.3,-18.3,-12.6,-133.5,i,10.0
CCOc1ccc(S(=O)(=O)N2CCCC(C(=O)Nc3ccccc3)C2)cc1 (stereo unspecified),-2.9,-0.4,14.8,-0.3,5.0,-20.5,-4.3,2.2,i,-2.9
C1CCC(CNc2c3c(nc4nnnn24)CCCC3)CC1,1.0,1.3,3.9,20.6,1.4,-23.8,-14.0,-9.0,i,-1.5
COC(=O)[C@H](Cc1ccccc1)NC(=O)N1Cc2ccccc2C[C@H]1C(=O)OC,-2.6,-3.3,9.1,24.3,-4.1,1.2,-10.1,-20.7,i,0.3
CCc1ccccc1NC(=O)C1CCN(S(=O)(=O)c2ccc3c(c2)N(C(C)=O)CCO3)CC1,-2.3,0.4,19.8,4.8,0.0,16.8,-1.0,-14.0,i,0.5
C=C(C)CN(CC)C(=O)Cn1cnc2c(oc3ccccc32)c1=O,nt,0.8,8.4,7.8,-2.8,41.3,18.4,-24.1,i,-5.8
COc1ccc(/C(C)=N/NC(=O)c2nnn(-c3nonc3N)c2-c2cccs2)cc1,-0.1,1.4,6.7,2.9,1.9,5.9,-7.0,-30.8,i,0.6
COc1cc(NC(=O)COC(=O)CCc2cc(OC)c(OC)c(OC)c2)cc(OC)c1,-3.2,-27.6,9.2,34.7,-4.6,-3.5,1.8,-31.1,i,1.1
O=C(CSc1nc2ncccc2[nH]1)NC1CCCC1,1.5,-1.9,0.0,22.1,-1.4,7.0,3.6,-4.8,i,-1.8
CCOC(=O)C(NC(=O)Cc1ccccc1)(Nc1cc(C)on1)C(F)(F)F (stereo unspecified),0.0,-0.5,6.7,15.2,4.3,3.5,-3.0,6.1,i,10.4
COc1ccc(NC(=O)C2CCOC(C)(C)C2)cc1 (stereo unspecified),-3.5,0.2,-15.7,17.1,3.5,7.3,4.9,-6.2,i,1.9
CC(C)(C)OC(=O)N1CCC(CNC(=O)c2ccc(F)cc2F)CC1,-2.0,-3.1,10.1,nt,8.6,5.4,4.7,12.8,i,1.8
Cc1ccccc1-n1c(SCC(=O)Nc2ccccc2)nc2nc3c(cc2c1=O)CCCC3,-3.4,2.4,24.5,17.7,-3.2,8.6,-0.3,-11.3,i,5.1
O=C1C(Cc2c[nH]c3ccccc23)NC(=S)N1Cc1ccccc1 (stereo unspecified),10.0,-3.8,-10.8,21.8,-4.7,10.2,5.9,-29.0,i,0.0
CCOc1ccc(C(=O)NCC(=O)NCC2CCCCC2)cc1OCC,-1.2,-3.1,1.2,23.7,3.1,-31.9,-11.0,-12.7,i,1.4
CC(C)(C#N)c1cc(Cn2cncn2)cc(C(C)(C)C#N)c1,-3.7,4.5,10.5,-2.8,-3.0,5.8,-0.4,-20.8,i,-3.8
COc1ccc(Cl)cc1N(CC(=O)N/N=C/c1ccc(OCC(N)=O)cc1)S(C)(=O)=O,-0.3,2.7,-1.3,19.0,0.7,-18.0,2.8,-16.9,i,-0.8
COc1ccc(OC)c2nc(-c3ccc4c(c3)OCO4)ccc12,-1.4,-1.3,-89.5,5.3,15.2,53.5*,27.5,-191.3,i,-0.7
CCN(CC)CCCN(Cc1cc2cc3c(cc2[nH]c1=O)OCO3)C(=S)NCCOC,-6.2,-5.9,-11.5,10.1,-4.8,-7.9,2.5,11.5,i,0.0
Cn1c(=O)c(=O)n(C)c2cc(S(=O)(=O)N3CCN(c4ccccc4F)CC3)ccc21,-1.0,3.6,12.7,12.5,-2.1,3.2,-3.7,-12.1,i,0.3

Full records, quoted from the list. Order of screens: GSK3A inh	GSK3B inh	aSyn 5UTR inh	AI-2 QS modul	IEC-6 cytotox	HSF1 activator	HSF1 inhib	KLF5 inh	PolyA inh	HSP90 inh
Cn1ncc(Br)c1NC(=O)c1ccco1 in the list: -0.7	-3.2	8.3	16.4	-0.2	3.9	-5.8	-28.7	i	-1.2
Cn1c(=O)c(=O)n(C)c2cc(S(=O)(=O)N3CCN(c4ccccc4F)CC3)ccc21 in the list: -1.0	3.6	12.7	12.5	-2.1	3.2	-3.7	-12.1	i	0.3

Continuation:
smiles,GSK3A inh,GSK3B inh,aSyn 5UTR inh,AI-2 QS modul,IEC-6 cytotox,HSF1 activator,HSF1 inhib,KLF5 inh,PolyA inh,HSP90 inh
CCOC(=O)C1(Cc2ccc(Cl)cc2)CCN(C(=O)C2CCCO2)CC1 (stereo unspecified),-0.7,2.1,-18.3,28.3,-1.6,-1.8,1.3,-19.1,i,1.0
COC(=O)c1ccc(C(NC(=O)OCc2ccccc2)/C(C)=C/[C@@H](C)C(=O)NCc2ccc(OC)c(OC)c2)cc1 (stereo partly specified),-1.0,1.7,-6.1,-10.1,-6.2,6.5,11.4,-17.8,i,5.2
[O-]/C(=C(\C(=S)Nc1ccccc1F)[n+]1ccccc1)c1ccc(-c2ccccc2)cc1,-3.9,4.8,-71.5,21.4,-10.5,7.2,18.8,7.5,i,-0.6
Nc1nc2ccccc2nc1N,-0.8,0.4,-29.5,12.3,6.0,11.0,4.5,-10.2,i,1.1
CC1(C)CC2CC(C)(CN2Cc2cccc([N+](=O)[O-])c2)C1 (stereo unspecified),-0.8,3.8,9.1,13.2,-0.2,-24.8,-10.3,-4.9,i,-2.9
O=C(COc1ccccc1Br)Nc1ccc2c(c1)OCCCO2,-2.9,2.6,-133.2,21.0,-4.0,57.2*,26.3,-152.7,i,-2.0
